# Screens deposited in PubChem by National Center for Advancing Translational Sciences (NCATS).
# PTHR1 ag: agonists of human PTHR1 parathyroid hormone receptor; Q03431; HEK293 GP2 PTHR1 cells, GloSensor cAMP luminescence, 1 h; Potency, µM (series often up to 115 µM), for the others: at the top dose activation, actives largely listed as activators; actives 0.075% (n = 410,000); AID 743266; note: potency is the fitted concentration of half-maximal effect; nearly all actives have a fitted effect of over 55% in size; some results filed as inactive show a strong effect at the top dose; inactives centre near -15; many of its hits are not listed in these tables
#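 HEK-293-derived GP2 cells expressing PTHR1 and a GloSensor cAMP reporter, 3,000/well, plated overnight, given luciferin plus IBMX (each 0.5 mM as added) for 1 h at 37 °C, then compound for 1 h at 37 °C. Luminescence was read after 15 min at room temperature.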
# D3 ag: D3 dopamine receptor (human) agonism; P35462; D3R DiscoveRx beta-arrestin cells, luminescence, 90 min; max activation, %; actives 0.58% (n = 410,000); AID 652048; in the data active = max activation above about 30%; note: 0% is about no effect; mostly tested at two doses, the higher about 12 µM
# Target sequence (P35462 whole entry, looked up): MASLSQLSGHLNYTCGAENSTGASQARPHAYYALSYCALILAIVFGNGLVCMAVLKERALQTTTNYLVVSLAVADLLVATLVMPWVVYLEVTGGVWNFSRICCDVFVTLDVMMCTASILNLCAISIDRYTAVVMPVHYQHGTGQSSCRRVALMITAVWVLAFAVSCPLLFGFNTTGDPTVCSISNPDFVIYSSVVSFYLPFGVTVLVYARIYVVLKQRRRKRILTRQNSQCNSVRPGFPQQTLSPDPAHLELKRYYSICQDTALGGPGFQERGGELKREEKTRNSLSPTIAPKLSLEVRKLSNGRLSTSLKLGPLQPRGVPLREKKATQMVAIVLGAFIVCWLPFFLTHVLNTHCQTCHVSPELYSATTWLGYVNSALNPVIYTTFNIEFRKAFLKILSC
#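 Agonist-mode cell screen: cells plated at 1500/well and incubated overnight at 37 °C, then exposed to library compounds for 90 min at 37 °C. Detection reagent was added for 30–60 min at room temperature, and luminescence was read.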
# GLP1R inv ag: acts as inverse agonist at human GLP-1 receptor; AID 624417; Potency, µM (highest dose often 38.3 µM), without a hit: at the highest dose activity change, negative = inhibition, most hits filed as inhibitors; actives 1.6% (n = 410,000); HEK293 GLP-1R CRE-luciferase, luminescence, 24 h; GLP-1R form is constitutively active; P43220; note: potency is the fitted concentration of half-maximal effect; % is set by controls: 0 for no effect and ±100 for the full control effect; nearly all actives have a fitted effect of over 55% in size
# Target sequence (P43220 whole entry, looked up): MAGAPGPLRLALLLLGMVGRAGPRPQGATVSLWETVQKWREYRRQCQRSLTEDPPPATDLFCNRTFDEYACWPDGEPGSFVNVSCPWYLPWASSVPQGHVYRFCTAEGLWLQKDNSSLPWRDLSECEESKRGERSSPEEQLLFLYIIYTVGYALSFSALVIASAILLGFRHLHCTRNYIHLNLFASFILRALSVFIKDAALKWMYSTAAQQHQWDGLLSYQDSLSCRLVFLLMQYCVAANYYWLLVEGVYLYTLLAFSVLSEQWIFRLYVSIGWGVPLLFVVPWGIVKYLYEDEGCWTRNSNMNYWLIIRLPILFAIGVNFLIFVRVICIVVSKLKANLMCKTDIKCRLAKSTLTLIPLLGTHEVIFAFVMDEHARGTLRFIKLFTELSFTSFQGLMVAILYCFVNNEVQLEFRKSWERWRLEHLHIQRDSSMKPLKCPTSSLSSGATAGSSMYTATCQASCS
#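 Luminescence readout: a drop in cAMP-driven luciferase signal flags inverse agonism at a constitutively active GLP-1R stably expressed in HEK293. Compound exposure lasted 24 hr at 37 deg C, 5% CO2.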
# GLP1R cytotox: cytotoxicity in counter-screen for GLP-1R inverse agonists; HEK293 cAMP-luciferase reporter cells, luminescence, 24 h; Potency, µM (top dose mostly 38.3 µM), inactives show top-dose activity change, negative = inhibition, actives largely listed as inhibitors; actives 0.13% (n = 410,000); AID 624418;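 note: loss of luciferase light is scored as toxicity; potency is the fitted concentration of half-maximal effect; % is set by controls: 0 for no effect and ±100 for the full control effect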
#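 A 23 nL compound transfer followed 12 hours of cell culture at 37 deg C; exposure then lasted 24 hr. Luciferase assay detection reagent was dispensed and plates read for luminescence after a 12 min room-temperature wait.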
# aSyn rescue: inhibitors of alpha-synuclein toxicity in yeast; Yeast expressing alpha-synuclein, growth rescue, BacTiter-Glo, 24 h; Potency, µM (titrated, usually from 46.1 µM), for the others: top-dose growth rescue (activation), actives largely listed as activators; actives 0.14% (n = 370,000); note: potency is the fitted concentration of half-maximal effect; % of control where 0% means no effect; nearly all actives have a fitted effect of over 65% in size
#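 Screening used galactose-induced yeast with toxic alpha-synuclein levels, exposed to compound for 24 hr at 30 deg C. Cell growth, read with BacTiter-Glo luminescence, gave the measured signal.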
# D3 antag: blocks the human D3 dopamine receptor; max response, negative = inhibition, %; D3R cells, DiscoveRx beta-arrestin luminescence, antagonist mode; active compounds read low; P35462; actives 2.5% (n = 360,000); in the data active = max response below about -50%; inconclusive = no clear call, values can overlap the other calls; note: % is set by controls: 0 for no effect and ±100 for the full control effect; mostly tested at two doses, the higher about 12 µM
#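 Cells expressing the human receptor were seeded at 1500 cells/well, incubated overnight at 37 degrees C in 5% CO2, then exposed to library compounds with dopamine controls for 90 minutes at 37 degrees C before luminescent detection.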
# TDP43 rescue: inhibitors of TDP-43 toxicity in yeast; TDP-43 expressing yeast growth rescue, BacTiter-Glo, 24 h; actives 1.8% (n = 410,000); Potency, µM (highest dose often 46.1 µM), for the others: at the highest dose growth rescue (activation), most hits filed as activators; AID 652104; note: potency is the fitted concentration of half-maximal effect; % of control where 0% means no effect; nearly all actives have a fitted effect of over 50% in size
#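 In this qHTS, compounds that restore growth of yeast expressing TDP-43 appear as activators. Cells (OD600=0.02, galactose medium, raffinose-pregrown) are incubated with compound 24 hr at 30 deg C and growth is quantified by BacTiter-Glo.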
# GLP-1R agonist: activates the human GLP-1 receptor; P43220; actives 0.007% (n = 380,000); HEK293 GLP-1R CRE-luciferase, luminescence, 4-6 h; cells express a hypersensitive GLP-1R form; Potency, µM (series often up to 45.6 µM), without a hit: at the top dose activation, hits mostly activators; note: potency is the fitted concentration of half-maximal effect; % of control where 0% means no effect
# KB-V1 MDR tox: KB-V1 MDR subline cytotoxicity. KB-V1 MDR cells viability, CellTiter-Glo, 72 h. Potency, µM (series often up to 46.1 µM), for the others: top-dose activity change, negative = cytotoxicity, actives largely listed as cytotoxic. actives 3.4% (n = 400,000); note: potency is the fitted concentration of half-maximal effect; % is set by controls: 0 for no effect and ±100 for the full control effect; nearly all actives have a fitted effect of over 60% in size
#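 Drug-selected KB-V1 cells, grown in DMEM lacking phenol red with 10% FBS, receive compound titrations; after three days at 37 degrees C, surviving cell ATP is quantified by CellTiter-Glo luminescence and responses normalized and curve-fitted.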
# Starred values were filed as active, the others as inactive; i = inactive; ? = inconclusive; · = no result given; & = joins results of further samples; [ ] = another dose, or the depositor's remark. Unless noted, calls come from the whole dose curve; as a rule, active = well fitted curve in the direction sought with a large enough effect; inconclusive = small, poorly fitted or top-dose-only effect, or another doubt; inactive = no such curve, though single readings can be large; an effect the other way counts as inactive or inconclusive. Some of the compounds tested. The share of hits here may be higher or lower than overall.
SMILES,PTHR1 ag,D3 ag,GLP1R inv ag,GLP1R cytotox,aSyn rescue,D3 antag,TDP43 rescue,GLP-1R agonist,KB-V1 MDR tox
C[C@H](CO)N1C[C@H](C)[C@@H](CN(C)S(=O)(=O)c2cn(C)cn2)Oc2ccc(NC(=O)Cn3cnnn3)cc2C1=O,i,4,-8%,-14%,0%,-19,?,-6%,17%
CNc1ccc(Br)cc(C(=O)/C=C/c2cccc(Cl)c2Cl)c1=O,-37%[inhibitor],3,?,-14%,30%,-14,2%,-7%,?
O=C(NCCc1ccccn1)C(F)(F)C(F)(F)C(F)(F)C(F)(F)C(F)(F)C(F)(F)C(F)(F)C(F)F,-27%,-7,?,-2%,-12%,-6,?,0%,-17%
CC(=O)Nc1ccc(C(=O)Nc2nc(-c3cccnc3)cs2)cc1,-13%,-7,-10%[0.307 µM],4%[0.307 µM],-6%,10,4%,1%,0%
O=[N+]([O-])c1ccccc1/C=C/CN1CCC(O)CC1,i,-18,-2%,-1%,-1%,?,8%,5%,?
COc1ccc(NC(=O)Cn2cnc3c(cnn3-c3ccc(C)c(C)c3)c2=O)c(OC)c1,-4%[57.5 µM],2,8%,-20%,1%,20,12%,10%,15%
O=[N+]([O-])c1ccc(/C=N\N2CCN(Cc3ccccc3Cl)CC2)cc1,-75%[inhibitor],0,-22%,-21%,-4%,26,11%,0%,4%
CC(C)C(NC(=O)c1c(F)cccc1F)C(=O)NNC(=O)c1ccccc1 (stereo not given),-9%,-1,12%,1%,-3%[1.84 µM],5,3%,1%,8%
COc1cc([N+](=O)[O-])ccc1NC(=O)Cc1ccc(C)cc1,i,3,-22%,-6%,11%,-7,17%,15%,9%
Cc1cc(NC(=O)C(C)SCC(=O)Nc2ccccc2N2CCCCC2)no1 (stereo not given),-15%,-19,?,4%,1%,-22,16%,-1%,-19%
CCn1c(C)cc2c(c1=O)C(c1ccc3c(c1)OCO3)C(C#N)=C(N)O2 (stereo not given),-8%[57.5 µM],5,96%[activator],2%,-8%,25,-19%,18%,13%
Oc1ccc(-c2cn3ccccc3n2)cc1,-74%[inhibitor],-3,-2%,-12%,-15%,-17,-8%,-8%,-14%
Cc1ccc(C(C[N+](=O)[O-])c2c(C)[nH]n(-c3ccccc3)c2=O)cc1 (stereo not given),-12%,-36,?,-9%,18%,-63*,-5%,-21%,-29%
Cc1occc1C(=O)N(C)CC1CCCN(CCc2ccccc2F)C1 (stereo not given),i,-13,2%,-2%,1%,-28,1%,-4%,-17%
O=C(COC(=O)c1cc([N+](=O)[O-])ccc1N1CCOCC1)Nc1c(Cl)cccc1C(F)(F)F,i,-4,14%,-4%,-4%,7,6%,3%,?
CC1=C(c2ccc(C)c(C)c2)S(=O)(=O)N=C1N1CCN(c2cccc(C(F)(F)F)c2)CC1,i,-18,4%,11%,·,·,8%,·,·
COc1ccc(N2CCN(C(=O)c3ccc4c(c3)NC(=O)C(CSCc3ccccc3F)N4)CC2)cc1 (stereo not given),-26%,-5,-7%,-21%,-5%,0,-5%,-3%,-4%
CC(C(=O)Nc1cccc(C#N)c1)n1nc(-c2ccccc2)c2c(c1=O)CCCC2 (stereo not given),-28%,-3,?,-5%,·,·,28%,·,-31%
C=Cc1ccc(Cn2c(SCC(=O)N3CCN(c4ccc(F)cc4)CC3)nc3ccccc32)cc1,i,-8,-10%,7%,·,·,25%,·,4%
Cc1ccc2nc(NC(=S)NC(=O)c3ccco3)sc2c1,-22%,-6,?,?,-9%,-13,23%,3%,?
N#CC1(NC(=O)COC(=O)c2cc([N+](=O)[O-])ccc2N2CCOCC2)CCCCC1,i,3,35%[activator],?,-6%,-13,0%,17%,9%
COc1ccc(-n2nc(C(=O)N3CCC(C)CC3)c3c4ccccc4n(C)c3c2=O)cc1Cl,-6%,-7,-3%,5%,·,·,15%,·,0%
CCN(C(=O)CSc1nc2ccccc2o1)c1c(N)n(Cc2ccccc2)c(=O)[nH]c1=O,-20%,-10,-17%,7%,0%,-8,7%,-15%,22%
Cc1nn(C)c(C)c1S(=O)(=O)N(CC(=O)N1CCc2ccccc2C1)c1ccc(C(C)C)cc1,-5%,4,?,-1%,-3%,-27,13%,4%,?
CCOc1ccc(NC(=O)COC(=O)c2ccc3c(c2)OCCO3)cc1,-19%,3,-3%,-20%,4%,6,21%,4%,0%

# The last 4 compounds of the part above are carried over, then new ones follow.
SMILES,PTHR1 ag,D3 ag,GLP1R inv ag,GLP1R cytotox,aSyn rescue,D3 antag,TDP43 rescue,GLP-1R agonist,KB-V1 MDR tox
COc1ccc(-n2nc(C(=O)N3CCC(C)CC3)c3c4ccccc4n(C)c3c2=O)cc1Cl,-6%,-7,-3%,5%,·,·,15%,·,0%
CCN(C(=O)CSc1nc2ccccc2o1)c1c(N)n(Cc2ccccc2)c(=O)[nH]c1=O,-20%,-10,-17%,7%,0%,-8,7%,-15%,22%
Cc1nn(C)c(C)c1S(=O)(=O)N(CC(=O)N1CCc2ccccc2C1)c1ccc(C(C)C)cc1,-5%,4,?,-1%,-3%,-27,13%,4%,?
CCOc1ccc(NC(=O)COC(=O)c2ccc3c(c2)OCCO3)cc1,-19%,3,-3%,-20%,4%,6,21%,4%,0%
CCC(=O)c1c[nH]c(C(=O)NCc2cccc(C(F)(F)F)c2)c1,i,2,14%,0%,0%,17,-14%,3%,-12%
CCCCNC(=O)c1ccc2c(=O)n(-c3ccccc3)c(=O)[nH]c2c1,i,1,-4%,-3%,·,·,15%,·,?
COc1cccc(CCNC(=O)CCc2nnc(-c3ccc4c(c3)OCO4)o2)c1,-24%,-3,4%,-2%,7%,24,30%,-2%,3%
COc1cccc(-c2nc(CS(=O)(=O)CC(=O)NCc3ccc4c(c3)OCO4)c(C)o2)c1,-2%,-5,?,-2%,3%,-5,-21%,0%,-27%
O=C(CSc1nnc(-c2ccco2)o1)c1ccc(O)cc1O,i,9,-13%,-8%,1%,43,·,-2%,0%
CC1CC(C)CN(S(=O)(=O)c2ccc(C(=O)N3CCCC3)cc2)C1 (stereo not given),-5%,0,-12%,15%,0%,-18,2%,1%,·
O=C(COc1ccccc1)Nc1cc2c3c(c1)CC(=O)N3CCC2,-12%,-6,43%[activator],-6%,9%,26,13%,13%,-8%
CC1(C)O[C@@H]2[C@H](O1)[C@@H](COS(=O)(=O)O)O[C@H]2n1cnc2c(=O)[nH]cnc21,i,-13,5%,3%,7%,18,21%,2%,24%
Cc1ccc(-c2nc(-c3ccncc3)no2)c(C)c1,-95%[inhibitor],-5,4%,2%,8%,3,23%,2%,-12%
O=C(CCN1C(=O)/C(=C/c2ccccc2)SC1=S)Nc1ccccn1,-1%,-11,2%,-1%,-1%,-18,-4%,0%,5%
Cc1cccc(C)c1N1CCN(c2cc(Cl)nc(N)n2)CC1,-33%[inhibitor],-10,13%,15%,0%,-6,-8%,5%,-2%
CC1(c2ccccc2)CC(C)(C)N(C(=O)c2cc([N+](=O)[O-])cc([N+](=O)[O-])c2)c2ccccc21 (stereo not given),-7%,2,?,-6%,-16%,-8,0%,-7%,?
Cc1[nH][nH]c(=O)c1C(c1cc([N+](=O)[O-])ccc1O)c1c(C)[nH][nH]c1=O,i,-5,7%,-26%,9%,-15,10%,-5%,-5%
COc1ccc(OCCOC(=O)c2cccc(-n3cnnn3)c2)cc1,i,-4,0%,10%,0%,-12,8%,7%,2%
CC(C)(C)C(=O)/C=C(\N)c1ccncc1,i,-1,4%,-3%,1%,?,11%,-11%,-15%
CCOC(=O)N1CCN(Cc2nc(C3CC3)no2)CC1,i,3,9%,-9%,-11%,-4,-13%,4%,5%
CC1CCCC(C)N1C(=O)c1ccccc1Nc1ccc(SC(F)F)cc1 (stereo not given),-13%,-5,5.6µM*,-16%,-15%,?,?,1%,?
COc1ccc(OC)c(/C=N/Nc2cc(C)nc(N3CCOCC3)n2)c1,i,19,8%,0%,2%,49,-8%[1.82 µM],23%,-4%
CCC(C)NCC(=O)Nc1ccc(S(N)(=O)=O)cc1 (stereo not given),i,3,4%,-1%,-9%,7,-14%,12%,0%
N#Cc1ccccc1COc1ccc(/C=C/C(=O)O)cc1,-26%,-7,?,7%,-9%,-1,-22%,0%,-2%
CCOc1ccc(C2CC(=O)n3nc(-c4ccc(C)cc4)nc3S2)cc1 (stereo not given),i,-9,13%,0%,·,·,22%[9.22 µM],·,11%
CN(c1ccccc1)S(=O)(=O)c1cccc(NC(=O)C2CC(=O)N(Cc3ccccc3)C2)c1 (stereo not given),-32%[inhibitor],0,?,-14%,0%,-6,8%,-3%,?
CCOC(=O)c1ccc(NC(=O)c2ccc(NC(=O)c3ccccc3)cc2)cc1,-21%[57.5 µM],-5,11%,-3%,-3%,-9,-17%,1%,12%
COCC(=O)N1c2nc(-c3ccco3)nn2C2(CCCCC2)[C@@H]2CCCC[C@@H]21,i,3,36%[activator],4%,·,·,15%,·,·
O=C(NCCCn1ccnc1)c1ccc(COc2ccccc2)o1,i,1,-11%,4%,-2%,15,-6%,4%,0%
COc1ccc(C)cc1S(=O)(=O)Nc1ccc(F)cc1,i,-13,-12%,99%[activator],8%,-26,10%,24%,6%
O=C(NCCC1=CCCCC1)c1cccc(S(=O)(=O)N2CCCCC2)c1,-40%[inhibitor],2,?,-10%,-1%,4,26%,7%,?
O=C(CCCn1ncn2c(cc3occc32)c1=O)NCc1ccccc1F,i,4&6,-9%&1%,5%&3%,1%,8,13%&14%,-3%,8%&-1%
CCOC(=O)c1ccc(NC(=O)c2cc(=O)c3cc(CC)ccc3o2)cc1,i,4,7%,-8%,·,·,36%,·,16%
Cc1cc2oc(=O)sc2cc1NS(=O)(=O)c1ccccc1,-8%,-11,?,-6%,6%,-8,18%,-1%,-15%
